# MCF10A rereplic: DNA re-replication induction in MCF 10a cells; MCF 10A DNA re-replication, Hoechst nuclear intensity, 48 h; Potency, µM (highest dose often 46.1 µM), for the others: at the top dose activity, positive = re-replication, most hits filed as activators; actives 2.9% (n = 350,000); AID 624296; note: % of control where 0% means no effect; nearly all actives have a fitted effect of over 50% in size
# HepG2 tox: HepG2 cytotoxicity, counter-screen for TGF-b inhibitors. HepG2 CAGA-GFP viability, ATP luminescence, 18 h. Potency, µM (highest dose often 46.1 µM), without a hit: at the highest dose activity change, negative = cytotoxicity, hits mostly cytotoxic. actives 0.76% (n = 410,000). AID 588856; note: some results filed as inactive show a strong effect at the top dose
#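 CellTiter-Glo luminescence gave cytotoxicity after 18 hours at 37 degrees C. The cells were HepG2 CAGA-GFP in 1% FBS DMEM, stimulated with 500 pg/mL TGF-beta after compound addition. %Activity was normalised to no-cell wells (complete cell-killing) and DMSO (no toxicity), and curves were fitted and classified.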
# S2 tox: cell viability loss in ATXN counter-screen; AID 651635; Potency, µM (highest dose often 56.7 µM), hits mostly cytotoxic; actives 0.49% (n = 400,000); S2 cells (HEK-293 line with an ATXN2-luciferase reporter) viability, CellTiter-Fluor protease fluorescence, 24 h; note: nearly all actives have a fitted effect of over 40% in size
# EPAC2 antag: antagonists of human EPAC2; actives 0.18% (n = 360,000); Q8WZA2; EPAC2 GEF exchange of Rap1B-BODIPY-GDP, fluorescence; Potency, µM (top dose mostly 114 µM), without a hit: at the top dose activity, negative = inhibition, actives largely listed as inhibitors; note: % is set by controls: 0 for no effect and ±100 for the full control effect; nearly all actives have a fitted effect of over 45% in size; many of its hits are not listed in these tables
# Target sequence (Q8WZA2 whole entry, looked up): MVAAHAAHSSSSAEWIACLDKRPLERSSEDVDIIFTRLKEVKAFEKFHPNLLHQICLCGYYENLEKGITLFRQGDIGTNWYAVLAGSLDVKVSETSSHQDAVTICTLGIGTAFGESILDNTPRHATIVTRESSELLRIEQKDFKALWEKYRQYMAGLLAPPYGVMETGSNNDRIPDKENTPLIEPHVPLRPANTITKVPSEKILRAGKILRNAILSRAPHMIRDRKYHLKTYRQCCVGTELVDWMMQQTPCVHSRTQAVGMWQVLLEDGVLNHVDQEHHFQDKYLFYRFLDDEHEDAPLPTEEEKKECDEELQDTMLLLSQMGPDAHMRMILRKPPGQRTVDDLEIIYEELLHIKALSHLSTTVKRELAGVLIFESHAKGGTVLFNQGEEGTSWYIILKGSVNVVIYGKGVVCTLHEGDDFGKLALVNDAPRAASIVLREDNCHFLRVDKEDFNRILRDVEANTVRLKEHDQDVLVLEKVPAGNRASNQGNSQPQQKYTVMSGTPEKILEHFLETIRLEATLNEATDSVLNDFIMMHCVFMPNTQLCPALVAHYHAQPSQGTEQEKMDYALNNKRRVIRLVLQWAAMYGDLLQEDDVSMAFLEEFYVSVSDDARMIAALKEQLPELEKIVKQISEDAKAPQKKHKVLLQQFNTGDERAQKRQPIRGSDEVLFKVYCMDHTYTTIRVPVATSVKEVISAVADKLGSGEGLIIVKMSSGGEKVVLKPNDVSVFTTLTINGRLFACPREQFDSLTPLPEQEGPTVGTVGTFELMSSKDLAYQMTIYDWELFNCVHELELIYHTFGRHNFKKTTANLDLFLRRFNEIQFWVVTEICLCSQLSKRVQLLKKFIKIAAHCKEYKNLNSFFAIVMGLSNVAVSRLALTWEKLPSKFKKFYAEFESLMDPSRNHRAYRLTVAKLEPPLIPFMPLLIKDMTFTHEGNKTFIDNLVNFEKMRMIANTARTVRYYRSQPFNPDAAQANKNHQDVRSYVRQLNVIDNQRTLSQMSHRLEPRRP
# Nrf2 inh: blocks Nrf2 signaling; A549 ARE-Fluc reporter, luciferase luminescence, 18-24 h; Potency, µM (series often up to 46 µM), inactives show at the highest dose activity change, negative = inhibition, actives largely listed as inhibitors; actives 2.1% (n = 360,000); AID 504444; note: % is set by controls: 0 for no effect and ±100 for the full control effect; nearly all actives have a fitted effect of over 60% in size
#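 Two sequential reads on A549 ARE_Fluc cells exposed to compound for 18-24 h: a CellTiter-Fluor fluorescence read for viability, then a luciferase luminescence read for Nrf2/ARE activity.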
# ATXN2 expr inh: ATXN2 expression inhibition | AID 1745845 | HEK-293 ATXN2-luciferase reporter, luminescence, 24 h | Potency, µM (doses to about 57 µM), for inactives: at the highest dose activity change, negative = inhibition, actives largely listed as inhibitors | actives 0.72% (n = 360,000); note: % is set by controls: 0 for no effect and ±100 for the full control effect; nearly all actives have a fitted effect of over 55% in size
#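 qHTS (up to 57 uM final) was run with 24 h compound exposure of reporter cells at 37 °C. Each well was multiplexed: SteadyGlo luminescence measured ATXN2-luciferase expression after a fluorogenic Gly-Phe-AFC viability readout (25 uM final).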
# Nrf2 activator: activates Nrf2 signaling. AREc32 ARE-luciferase reporter (MCF7-derived line), luminescence, 24 h. Potency, µM (doses to about 46.1 µM), without a hit: at the top dose activation, usual class: activators. actives 0.31% (n = 410,000); note: % of control where 0% means no effect; nearly all actives have a fitted effect of over 65% in size
#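 AREc32 cells carrying an ARE-driven firefly luciferase reporter were seeded at 1000 cells/well in OPTI-MEM with 5% FBS, then exposed to compound for 24 hr at 37 deg C. Luminescence was read with Steady-Glo after 30 min at RT.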
# A549 tox: A549 cytotoxicity, counter-screen for Nrf2 inhibitors; A549 ARE-Fluc cells, CellTiter-Fluor viability, 18-24 h; actives 0.16% (n = 390,000); Potency, µM (top dose mostly 46 µM), for the others: at the highest dose activity change, negative = cytotoxicity, most hits filed as inhibitors; note: % is set by controls: 0 for no effect and ±100 for the full control effect
#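 Cytotoxicity counterscreen: CellTiter-Fluor fluorescence was measured in A549 ARE_Fluc cells after 18-24 h of compound exposure in a concentration series. The subsequent BugLite luminescent read reports ARE-luciferase activity.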
# TGFb inhibitor: TGF-b pathway inhibition; Potency, µM (highest dose often 46.1 µM), without a hit: top-dose activity, negative = inhibition, actives largely listed as inhibitors; actives 1.2% (n = 410,000); HepG2 CAGA-GFP TGF-b/SMAD3 reporter, GFP fluorescence, 18 h; TGF-beta stimulated, 500 pg/mL final; note: % is set by controls: 0 for no effect and ±100 for the full control effect; nearly all actives have a fitted effect of over 65% in size
#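 TGF-beta reporter screen: HEPG2 CAGA-GFP, 1% FBS, 500 pg/mL TGF-beta final, 18 h; per-cell GFP summed per well; curves fitted and categorized by class.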
# Numbers without * were called inactive; i = inactive; u = inconclusive; x = no result given; [ ] = dose if it differs, or a comment. Calls come from the whole dose curve; as a rule, active = well fitted curve in the direction sought with a large enough effect; inconclusive = small, poorly fitted or top-dose-only effect, or another doubt; inactive = no such curve, though single readings can be large; an effect the other way counts as inactive or inconclusive. Potency is the fitted concentration of half-maximal effect. Not all compounds are listed; the hit share may differ from the screen's.
(1) CC(C)N(Cc1ccccc1)C(=O)COC(=O)/C=C/c1cnc2ccccc2n1
(2) CC(C)OC(=O)c1nnn(-c2nonc2N)c1CSc1ccccn1
(3) Cc1cccc(OCC(O)CN2CCNCC2)c1 (centres undefined)
(4) COc1ccc(Cn2c(C)nnc2-c2cnn(C)c2N)cc1
(5) COc1cc2c(cc1OC)C(=O)N(C)CC2
(6) O=C(Cc1c(F)cccc1Cl)N1CCOCC1
(7) Cc1cccc(OCC(=O)Nc2ncn[nH]2)c1C
(8) O=C1NC[C@@H](CCCCN2C[C@H](Cc3ccccc3)N(CCc3ccccc3)C(=O)C2=O)N(CCc2ccccc2)C1=O

Compound,1,2,3,4,5,6,7,8
MCF10A rereplic,u,7%,4%,-6%,3%,1%,-1%,x
HepG2 tox,-2%,-2%,3%,-3%,-1%,2%,19%,x
S2 tox,i,i,i,i,i,i,i,i
EPAC2 antag,-3%,-8%,1%,1%,7%,2%,9%,10%
Nrf2 inh,u,x,-15%,-4%,5%,-14%,17%,x
ATXN2 expr inh,x,-2%,-2%,8%,4%,-11%[11.3 µM],x,5%
Nrf2 activator,6.8%,0.0%,-0.4%,0.3%,-0.3%,-0.6%,-0.6%,-0.6%
A549 tox,2%,1%,0%,-1%,-2%,-6%,11%,x
TGFb inhibitor,35%[activator],u,9%,-2%,2%,-2%,17%,x

(9) Cc1ncc(CO)c2cc(-c3nnc(Nc4ccc5c(c4)OCO5)s3)c(=O)oc12
(10) CCCc1nnc(SCC(=O)N2CCCC2)n1CC1CCCO1 (centres undefined)
(11) O=C(CCC(=O)Nc1ccccc1)NNC(=O)c1cccs1
(12) CN[C@H]1C[C@@H](c2ccccc2)N(C(C)=O)C[C@H]1CO
(13) CN1CCN(c2nc(-c3ccncc3)nc3ccccc23)CC1
(14) Cc1ccc(C)c(S(=O)(=O)c2nnn3c2nc(N2CCCCC2)c2sccc23)c1
(15) Cc1ccc(C)c(N2CCN(S(=O)(=O)c3c(C)[nH]c(C)c3C(=O)N3CCCCC3)CC2)c1
(16) COc1ccc(-c2cc(C(F)(F)F)n3nc(-c4ccc(Cl)cc4)cc3n2)cc1OC

Compound,9,10,11,12,13,14,15,16
MCF10A rereplic,u,-1%,20%,x,u,x,15%,x
HepG2 tox,3%,5%,-20%,-71%,-16%,-6%,-20%,10%
S2 tox,i,i,i,i,i,x,i,i
EPAC2 antag,4%,10%,2%,8%,0%,x,-7%,x
Nrf2 inh,7%,13%,6%,x,u,u,u,8%
ATXN2 expr inh,0%,3%,0%,16%,u,x,-7%,13%
Nrf2 activator,-0.2%,0.0%,-0.8%,0.6%,12%,-0.9%,-0.2%,-0.6%
A549 tox,5%,3%,4%,x,-7%,-1%,-1%,2%
TGFb inhibitor,4%,-10%,-3%,-15%,14%,u,8%,0%

(17) C=CC[C@H](CC(=O)NCCO)C(=O)NC[C@H](OC(=O)[C@@H](CC=C)Cc1ccc(F)cc1)c1ccccc1
(18) CC(=O)Nc1cccc(-c2ccnc3c2CC(C(=O)Nc2cccc(OC(F)(F)F)c2)O3)c1 (centres undefined)
(19) Cc1ccccc1CN1C(=O)c2ccccc2S(=O)c2ccc(C(=O)NCc3ccco3)cc21 (centres undefined)
(20) C=C(C)CSc1nc2sc3c(c2c(=O)n1C1CCCCC1)CCN(C)C3
(21) CCCC(=O)Oc1ccc2c(C)cc(=O)oc2c1
(22) O=C(Nc1ccccc1)c1oc2ccccc2c1NC(=O)C1CC1
(23) CCOC(=O)c1sc(NC(=O)c2sc(C)nc2C)nc1C
(24) O=C(CCCCCCCCC(=O)N/N=C/c1ccco1)N/N=C/c1ccco1

Compound,17,18,19,20,21,22,23,24
MCF10A rereplic,8%,x,x,u,-1%,17%,-3%,u
HepG2 tox,-20%,-18%,-5%,-17%,13%,3%,1%,-26%
S2 tox,i,u,i,i,u,u,i,i
EPAC2 antag,-14%,9%,x,-4%,1%,8%,-3%,-11%
Nrf2 inh,-6%,x,9%,-12%,11%,-19%,u,-22%
ATXN2 expr inh,10%,u,3%,-17%,-17%,-4%,19%,-11%
Nrf2 activator,5.4%,0.0%[9.22 µM],8.7%,8.2%,0.3%,-0.5%,-2.1%,5.7%
A549 tox,2%,x,-1%,-2%,-5%,-3%,1%,3%
TGFb inhibitor,-1%,u,0%,-21%,7%,7%,13%,-23%

(25) CC1(C(=O)NS(=O)(=O)c2cccc(Cl)c2)CCN1C(=O)Cc1ccccc1 (centres undefined)
(26) CCN(Cc1nc2ccccc2c(=O)[nH]1)Cc1nc2cc(OC)c(OC)cc2c(=O)[nH]1
(27) CCOc1ccc(/C=C/C(=O)Nc2ccc(N3CCOCC3)cc2)cc1
(28) Cc1nnc(NCc2n[nH]c(=O)c3ccccc23)c2ccccc12
(29) CCN(C(=O)c1cc2cccc(OC)c2oc1=O)c1ccccc1
(30) O=C(O)CCCCNS(=O)(=O)/C=C/c1ccccc1
(31) CCN(CC)CC(=O)Nc1sc(C)cc1C(=O)c1ccccc1
(32) COc1cccc(CNS(=O)(=O)c2c(C)[nH]c(C)c2C(=O)N2CCCCC2)c1

Compound,25,26,27,28,29,30,31,32
MCF10A rereplic,x,0%,17%,u,-1%,-3%,u,3%
HepG2 tox,-4%,-3%,13%,-78%,-3%,0%,-9%,-2%
S2 tox,i,u,i,u,i,i,i,i
EPAC2 antag,28%,7%,-1%,13%,-3%,-8%,3%,-4%
Nrf2 inh,x,5%,6%,u,0%,0%,3%,16%
ATXN2 expr inh,9%,8%,0%,u,-11%,7%,-32%,5%
Nrf2 activator,-0.6%,-0.2%,-0.2%,11%,-0.3%,2.1%,0.4%,-0.8%
A549 tox,x,2%,1%,u,-10%,0%,7%,-2%
TGFb inhibitor,-2%,0%,u,u,-3%,0%,2%,-20%

(33) Cc1ccccc1OCCCCc1c(C)n[nH]c1C
(34) Cc1oc2cc3oc(=O)cc(C)c3cc2c1C
(35) Cc1ccc(C2N(C)C(=O)c3ccccc3N2C)cc1 (centres undefined)
(36) COCc1cc(C)nc(SCC(=O)Oc2ccccc2)c1C#N
(37) Cc1csc2c(N3CCCCC3)ncnc12
(38) CCC(CC)c1nnc(NC(=O)c2ccco2)s1
(39) CCOC(=O)c1ccc(NC(=O)Nc2ccccn2)cc1
(40) COc1ccc(CNC(=O)C(c2ccncc2)N(C(=O)Cc2cccs2)c2ccccc2)cc1 (centres undefined)

Compound,33,34,35,36,37,38,39,40
MCF10A rereplic,5%,16%,u,-1%,3%,-2%,-2%,-3%
HepG2 tox,-38%,3%,13%,-16%,2%,4%,-6%,-4%
S2 tox,i,i,x,i,i,i,i,i
EPAC2 antag,-14%,1%,1%,0%,1%,-10%,1%,-1%
Nrf2 inh,u,-9%,-10%,-26%,6%,41%,u,2%
ATXN2 expr inh,-26%,x,-7%,-10%,x,16%,25%[11.3 µM],-3%
Nrf2 activator,0.2%,5.1%,-0.7%,-0.3%,5.4%,14%,2.3%,0.0%
A549 tox,-6%,-16%,-8%,-4%,12%,6%,-1%,-1%
TGFb inhibitor,-20%,20%,-26%,5%,1%,-5%,-14%,0%

(41) CCOCCCNC(=O)c1ccc(N2CCCC2)c(NS(=O)(=O)c2ccc(C)cc2)c1
(42) Cc1cc(=O)oc2cc(OCC(=O)Nc3cccc(S(=O)(=O)N(C)C)c3)ccc12
(43) N#Cc1c(Nc2ccc(F)cc2)sc(C(=O)c2ccccc2)c1N
(44) CC1CCc2nc(NC(=O)CN3CCOCC3)sc2C1 (centres undefined)
(45) COc1ccccc1CNC(=O)[C@H](C)NC(=O)C1CCN(C(=O)[C@@H](N)CC(C)C)CC1
(46) C[C@H](CO)N1C[C@H](C)[C@@H](CN(C)C(=O)Nc2ccccc2)Oc2c(NC(=O)Cc3ccccc3)cccc2C1=O
(47) O=C(/C=C/c1ccccc1Cl)NC1CCCCC1
(48) Cc1c(NC(=O)c2cc(-c3ccco3)on2)c(=O)n(-c2ccccc2)n1C

Compound,41,42,43,44,45,46,47,48
MCF10A rereplic,5%,10%,18%,0%,2%,0%,0%,2%
HepG2 tox,-14%,7%,-3%,15%,1%,-10%,-8%,20%
S2 tox,i,i,i,i,i,i,i,i
EPAC2 antag,7%,10%,-12%,-2%,-3%,-11%,4%,-4%
Nrf2 inh,8%,-3%,u,x,3%,-5%,7%,15%
ATXN2 expr inh,x,3%,x,123%[activator],8%,-2%,x,2%
Nrf2 activator,7.0%,-0.5%,8.0%,5.7%,0.1%,-0.4%,0.7%,-0.5%
A549 tox,6%,9%,-14%,5%,u,-1%,9%,-7%
TGFb inhibitor,-13%,-11%,-6%,42%[activator],-10%,-8%,-5%,4%

# Reprinted at random: five records from the list.
(46) C[C@H](CO)N1C[C@H](C)[C@@H](CN(C)C(=O)Nc2ccccc2)Oc2c(NC(=O)Cc3ccccc3)cccc2C1=O
(45) COc1ccccc1CNC(=O)[C@H](C)NC(=O)C1CCN(C(=O)[C@@H](N)CC(C)C)CC1
(47) O=C(/C=C/c1ccccc1Cl)NC1CCCCC1
(42) Cc1cc(=O)oc2cc(OCC(=O)Nc3cccc(S(=O)(=O)N(C)C)c3)ccc12
(44) CC1CCc2nc(NC(=O)CN3CCOCC3)sc2C1 (centres undefined)

Compound,46,45,47,42,44
MCF10A rereplic,0%,2%,0%,10%,0%
HepG2 tox,-10%,1%,-8%,7%,15%
S2 tox,i,i,i,i,i
EPAC2 antag,-11%,-3%,4%,10%,-2%
Nrf2 inh,-5%,3%,7%,-3%,x
ATXN2 expr inh,-2%,8%,x,3%,123%[activator]
Nrf2 activator,-0.4%,0.1%,0.7%,-0.5%,5.7%
A549 tox,-1%,u,9%,9%,5%
TGFb inhibitor,-8%,-10%,-5%,-11%,42%[activator]
